# Bioassay records as filed in PubChem BioAssay.
# MLLE-PAM2 inh: inhibitors of PABP1 MLLE–PAM2 peptide binding, primary screen, biochemical, fluorescence polarization, FITC-PAM2, GST-MLLE. inhibition, % at 20 µM. hit rate 0.36% among 360,000. AID 588489, 2011; in the data active means inhibition above about 35%, passing the limit was not always enough;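 further: plate controls were DMSO wells with GST-MLLE for no effect and wells lacking GST-MLLE protein for full effect; some results filed as inactive read as strong as hits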
# eLon inh: inhibitors of E. coli Lon protease, primary screen, biochemical, fluorescence polarization; AID 602123, 2011; P0A9M0; inhibition, % at 7.94 µM; hit rate 0.42% among 360,000; purified E. coli Lon protease; in the data active means inhibition above about 13%, passing the limit was not always enough;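 further: 0% = enzyme with probe and DMSO and 100% = no enzyme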
# MsrA act: bovine MsrA enzyme activators, primary screen, biochemical, absorbance, HTS; Methionine sulfoxide reductase A (Bos taurus); purified bovine MsrA, absorbance read-out; activation, % at 10.6 µM; hit rate 0.3% among 360,000; AID 602163, 2012; in the data active means activation above about 7.5%;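 further: 0% = vehicle and 100% = reference activator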
# SKN-1 inh: suppressors of acrylamide-induced Pgst-4::GFP reporter in worms, primary screen, SKN-1 inhibitor project, whole organism, uHTS, GFP/RFP fluorescence ratio, strain VP596 | hit rate 0.49% among 360,000 | inhibition, % at 21.8 µM | C. elegans VP596 Pgst-4::GFP/RFP ratio, 24 h | AID 624304, 2012;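 active means interference check ratio from 0.5 to 1.5 plus GFP to RFP signal ratio inhibition reaching or exceeding a fixed threshold, cut at about 30% in these data, passing the limit was not always enough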; further: some compounds called inactive have numbers as strong as hits
# MT1-MMP act inh: blockers of MT1-MMP proenzyme processing, primary screen, HT1080 RFP-PRO-GFP cells, GFP/RFP fluorescence. Matrix metalloproteinase-14 (Homo sapiens), P50281. GFP/RFP ratio fluorescence, overnight; percent of plate control window, DMSO zero. GFP/RFP ratio change, % at 20 µM. hit rate 0.061% among 360,000;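 active means GFP/RFP ratio change of at least 30% with cell ATP level not reduced by more than half and red fluorescence within 50% of control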; further: strong numbers were not always called active
#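 Assay system: HT1080 RFP-PRO-GFP cells | Dosing: 20 µM single dose, 1% DMSO | Incubation: Cells overnight before dosing, compound overnight, 37 °C, 5% CO2 | Evaluation: GFP/RFP fluorescence ratio | Control set: DMSO-only wells and HT1080 RFP-L50D-GFP cell wells as references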
# TbMetRS inhib: T. brucei MetRS inhibitors, primary screen, biochemical, luminescence; hit rate 0.4% among 360,000; inhibition, % at 11.9 µM; methionyl-tRNA synthetase (Trypanosoma brucei brucei); purified T. brucei MetRS, ATP depletion, Kinase-Glo luminescence;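 active means inhibition above a per-plate cutoff of the control wells' mean inhibition plus 3 SD, cut at about 5.5% in these data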;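 further: 0% = DMSO wells median and 100% = median of wells with control inhibitor compound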
#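 Material: T. brucei methionyl-tRNA synthetase, purified; reagent: substrates ATP, L-methionine and bulk Escherichia coli tRNA; dosing: 11.9 µM single point; timing: 15 min plus 2 h at 25 °C; detection: luminescence of leftover ATP; evaluation: % inhibition; control set: DMSO-only wells as low control; replicates: singlicate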
# MsrA inhibitor: bovine MsrA enzyme inhibitors, primary screen, biochemical, absorbance, HTS. Methionine sulfoxide reductase A (Bos taurus). inhibition, % at 15.5 µM. hit rate 0.75% among 360,000. purified bovine MsrA, absorbance read-out; in the data active means inhibition above about 4.5%;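 further: 0% = vehicle wells with enzyme and 100% = reference inhibitor wells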
# CendR NRP1 mod: modulators of CendR peptide binding to NRP-1, primary screen, biochemical, fluorescence polarization, uHTS | FAM-RPARPAR peptide binding to NRP-1 | hit rate 0.85% among 360,000 | inhibition, % at 25 µM;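 active means inhibition or corrected inhibition above about 18%, plus a signal ratio from 0.5 to 1.5, limit read from the data, passing the limit was not always enough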; further: strong numbers were not always called active
# Target sequence (O14786 whole entry, looked up): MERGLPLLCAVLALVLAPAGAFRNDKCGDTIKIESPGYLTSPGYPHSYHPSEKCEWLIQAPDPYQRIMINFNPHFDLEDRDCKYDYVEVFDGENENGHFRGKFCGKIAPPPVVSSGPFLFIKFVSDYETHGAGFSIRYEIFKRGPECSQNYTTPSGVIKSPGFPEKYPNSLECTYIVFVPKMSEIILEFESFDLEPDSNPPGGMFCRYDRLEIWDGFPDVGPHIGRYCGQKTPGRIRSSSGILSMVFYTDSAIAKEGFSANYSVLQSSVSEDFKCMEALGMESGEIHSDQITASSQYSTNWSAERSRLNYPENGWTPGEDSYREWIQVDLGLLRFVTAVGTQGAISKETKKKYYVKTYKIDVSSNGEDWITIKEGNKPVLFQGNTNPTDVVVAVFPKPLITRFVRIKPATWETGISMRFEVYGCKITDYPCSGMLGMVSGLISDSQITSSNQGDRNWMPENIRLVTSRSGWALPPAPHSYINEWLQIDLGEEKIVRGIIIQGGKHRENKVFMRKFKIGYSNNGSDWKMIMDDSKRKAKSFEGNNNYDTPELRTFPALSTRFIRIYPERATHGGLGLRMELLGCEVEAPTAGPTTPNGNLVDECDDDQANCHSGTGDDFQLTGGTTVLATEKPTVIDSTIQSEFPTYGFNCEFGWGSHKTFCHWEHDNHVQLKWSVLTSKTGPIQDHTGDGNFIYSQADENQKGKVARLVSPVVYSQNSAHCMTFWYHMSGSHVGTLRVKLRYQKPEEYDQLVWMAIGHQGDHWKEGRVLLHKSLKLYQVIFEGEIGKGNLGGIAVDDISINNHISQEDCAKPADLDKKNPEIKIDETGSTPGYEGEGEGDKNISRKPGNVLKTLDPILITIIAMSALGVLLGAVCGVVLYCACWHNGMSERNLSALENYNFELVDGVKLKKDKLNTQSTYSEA
# FAS TE block: FAS thioesterase domain inhibitors, primary screen, biochemical, fluorescence intensity, uHTS; inhibition, % at 15 µM; Fatty acid synthase (Homo sapiens), P49327; recombinant FAS-TE, OMFH fluorogenic substrate, fluorescence endpoint; hit rate 0.67% among 360,000;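 active means compounds whose normalised, plate-corrected inhibition of enzyme fluorescence in the single-dose primary screen is 50% or more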;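 further: 0% = DMSO with enzyme and 100% = substrate without enzyme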
# The depositor's hits bear a star; / = not tested or not shown; & = joins results of further samples. Compounds as they come (roughly 4% active in at least one column).
molecule	MLLE-PAM2 inh	eLon inh	MsrA act	SKN-1 inh	MT1-MMP act inh	TbMetRS inhib	MsrA inhibitor	CendR NRP1 mod	FAS TE block
O=C(Nc1ccccc1O)c1ccc(C(=O)c2ccccc2)o1	2	-1	-1	4	1	0.3	-0.3	-2	3
CCc1nc2c(OCc3cccc(Cl)c3)cccn2c1N(C)C(=O)c1ccc(OC)cc1	15	2	-3	-12	-7	-0.3	0.3	8	15
Clc1ccc(Oc2nnnn2-c2ccccc2)cc1	0	4	-1	20	/	-1.0	-0.6	4	7
O=C(CN1CCC(n2nnc3cc(F)ccc32)CC1)NC1CC1	-1	-3	-12	-8	3	-0.7	-0.2	-3	-6
O=C(Nc1cccc(-c2cccc(F)c2)c1)C1CCN(Cc2ccco2)CC1	-2	4	0	-10	-1	-0.6	1.0	9	3
C(=C\c1nc(-c2ccccc2)no1)/c1ccccc1	10	0	-2	29	-5	0.2	0.2	6	25
CSCCC(NC(=O)c1ccco1)C(=O)N1CCN(c2ccccc2O)CC1 (stereo not given)	-7	-1	-4	-6	2	-0.4	-0.6	3	-6
C[N+]1(CCN2C(=O)C3CC=C(Cl)CC3C2=O)CCOCC1 (stereo not given)	4	1	-3	2	4	-0.6	1.4	2	-9
O=C1CC(=O)Nc2cc(S(=O)(=O)Nc3ccc(Cl)c(C(F)(F)F)c3)ccc2N1	-20	-7	-3	11	3	1.2	-0.7	-12	2
COc1ccc(Cc2ccccc2C(=O)O)cc1	-4	-9	-2	0	-1	-0.1	0.8	-5	-8
Cc1ccc(C(=O)NNC(=O)CSc2nnc3ccccn23)cc1	3	2	-3	5	1	-0.2	0.5	1	-8
Nc1nc(N)c2c(ccc3c2ccn3Cc2cccc([N+](=O)[O-])c2)n1	2	-2	-1	10	-18	5.1	-0.3	8	31
COc1ccc(N2CC(O)=C(c3n(C)c4ccccc4[n+]3C)C2=N)cc1	5	-5	-2	7	-1	-0.7	-0.9	3	-8
CCOC(=O)c1c(NC(=O)C(=O)N/N=C/c2ccc(O)c(OC)c2)sc2c1CCCCC2	12	-10	-1	6	-3	1.1	5.0*	6	23
CC(O)C(C(=O)OCc1ccc([N+](=O)[O-])cc1)N1C(=O)c2ccccc2C1=O (stereo not given)	11	-8	0	14	2	-0.6	0.2	0	1
CC(C)(C)NC(=O)C1CCN(S(=O)(=O)c2ccc(Br)cc2)CC1	3	-12	2	23	4	0.2	-0.5	5	-6
CCOC(=O)C1=C(C)Nc2nc(C)nn2C1c1ccc(OCC)c(OC)c1 (stereo not given)	6	-4	-1	7	0	0.4	-0.6	4	-6
Cc1ccccc1Cn1c(CN2CCc3ccccc3C2)nc2c1c(=O)n(C)c(=O)n2C	12	-16	-2	5	-1	1.1	1.1	4	30
COc1ccc(NC(=O)CC(C)C)c(OC)c1	12	4	-2	27	6	-0.9	-0.4	2	-9
O=C(c1cc2ccccc2c(=O)o1)N1CCCCCC1	13	-1	0	-4	-2	-0.3	2.2	7	-6
Cc1nn(Cc2ccccc2)c(C)c1C(=O)N1CCN(CC(=O)Nc2ccccc2Cl)CC1	3	9	7	-11	1	-0.2	0.1	11	-4
Cc1cc(C)c(NC(=S)N(CCc2ccncc2)C(C)C)c(C)c1	5	4	-2	-3	-1	-0.4	-1.1	1	-4
CCCCCOP(=O)(OCCCCC)C1(NS(=O)(=O)c2ccccc2)C=CC(=O)c2ccccc21 (stereo not given)	0	13	2	15	-5	-0.8	0.8	9	20
CCc1ccccc1NC(=O)CN1CCN(C(=O)C2CCN(C(=O)/C=C/c3ccccc3)CC2)CC1	-33	8	-6	-15	8	-0.6	-1.4	4	-8
CCCCOc1ccccc1C1C(C(=O)OC)=C(C)N(C)C(C)=C1C(=O)OC	-5	-3	-1	9	6	-1.1	-0.1	6	23
COCCOC(=O)C1=C(C)N=C2SCCC(=O)N2C1c1cccc(Br)c1 (stereo not given)	23	-1	-10	0	-6	-1.3	-0.9	3	1
COc1ccc(-c2nc3ccc(Br)cn3c2CC(C)(C)C)cc1OC	-2	3	-2	-4	1	-0.6	-0.1	2	10
O=C(CN1CCN(S(=O)(=O)c2ccccc2)CC1)Nc1ccccc1C(=O)c1ccccc1	-3	-5	-5	7	-25	-1.3	2.0	1	43
O=C(O)CC1NC(=S)N(Cc2ccccc2)C1=O (stereo not given)	-25	-28	-2	25	-2	0.6	-0.3	5	-6
COc1cccc(NC(=O)C2CC2(c2cccc(OC)c2)c2cccc(OC)c2)c1 (stereo not given)	4	4	-3	-7	-11	0.2	0.5	-9	25
C=C(C)COc1ccc2c(C)c(CC(=O)OC)c(=O)oc2c1C	-4	-1	-1	1	2	-0.7	/	6	12
Cc1cccc(C)c1NC(=O)Cn1c(CN2CCCCC2)nc2ccccc2c1=O	-7	-5	0	-23	3	1.3	-0.2	-22	1
COc1cc(/C=N/Nc2nc(Nc3ccccc3)nc(-n3nc(C)cc3C)n2)cc(OC)c1OC	-4	6	-2	26	-13	-0.4	2.5	-2	28
CN(c1ccccc1C(=O)NC1CC2CCC1C2)S(=O)(=O)c1ccccc1 (stereo not given)	16	3	-7	2	-1	-0.8	0.1	-6	-9
Cc1ccc(/C([O-])=C(/C(=S)Nc2ccc(SC(F)F)cc2)[n+]2ccccc2)cc1[N+](=O)[O-]	-1	1	-2	7	-6	-0.1	1.2	11	1
CC(NC(=O)c1cccc(N(C)C)c1)c1ccc(-n2ccnc2)cc1 (stereo not given)	12	6	-9	-20	-1	-0.9	0.2	-2	-6
CCCCn1nnnc1C(c1ccccc1)N1CCN(c2ccccc2OC)CC1 (stereo not given)	/	-2	-5	-2	-3	-1.2	1.9	-7	16
CN(Cc1ccccc1C(F)(F)F)C(=O)C1CCC(=O)N(CC2CCCCC2)C1 (stereo not given)	7	-3	-1	10	1	-0.1	-0.4	9	-8
Cc1cccc(C(=O)NCC(=O)N2CC(=O)Nc3ccccc32)c1	5	-10	-1	1	2	0.2	-0.4	-6	-7
Nc1nonc1-n1nnc(C(=O)N/N=C/c2ccc3c(c2)OCO3)c1-c1ccccc1	4	-12	-2	10	2	0.2	2.5	5	3
COc1cccc(C(=O)Nc2ccc(S(=O)(=O)N3CCCCC3)cc2)c1OC	-7	-3	-1	-4	0	-0.2	1.7	-8	14
O=C(CNC(=O)c1ccco1)OCc1c(F)cccc1Cl	-5	-6	1	-24	0	-0.8	-0.8	-3	-2
c1cn(CC2(Cn3ccnc3)COC2)cn1	-5	-4	-12	11	3	-2.4	0.6	0	-8
COc1ccc(NC(=O)c2cc3c(Cl)nc4ccccc4c3s2)cc1OC	-4	-5	-4	6	0	0.3	-0.5	-9	12
COc1ccc(OC)c2[nH]c(=O)c(CCNS(=O)(=O)c3ccc(F)cc3)cc12	-2	-7	-1	-3	5	-0.5	0.2	4	3
C=CCNC(=O)c1onc(CSc2ccc(Cl)cc2)c1C(=O)O	3	2	-2	11	10	0.2	-0.9	-5	-7
O=c1ccc(-c2nc3ccccc3n2Cc2ccc(Cl)cc2)c[nH]1	-7	-4	-5	23	9	-0.1	-1.1	-11	-1
CCOc1[nH]n(-c2ccccc2)c(=O)c1C=NCC(=O)OC	-3	-5	-4	2	5	-0.2	3.0	3	-4
NCCc1nnc(SCC(=O)Nc2ccc(Br)cc2)o1	-9	-2	-1	-1	0	0.2	0.0	19	-7
O=C1c2ccccc2C(=O)N1N(c1ccccc1)c1ccccc1	-6	-3	-7	-14	0	-0.4	1.9	-6	20

# 4 entries from above in a different format:
mol: C=CCNC(=O)c1onc(CSc2ccc(Cl)cc2)c1C(=O)O
- MLLE-PAM2 inh: 3
- eLon inh: 2
- MsrA act: -2
- SKN-1 inh: 11
- MT1-MMP act inh: 10
- TbMetRS inhib: 0.2
- MsrA inhibitor: -0.9
- CendR NRP1 mod: -5
- FAS TE block: -7
mol: O=c1ccc(-c2nc3ccccc3n2Cc2ccc(Cl)cc2)c[nH]1
- MLLE-PAM2 inh: -7
- eLon inh: -4
- MsrA act: -5
- SKN-1 inh: 23
- MT1-MMP act inh: 9
- TbMetRS inhib: -0.1
- MsrA inhibitor: -1.1
- CendR NRP1 mod: -11
- FAS TE block: -1
mol: CCOc1[nH]n(-c2ccccc2)c(=O)c1C=NCC(=O)OC
- MLLE-PAM2 inh: -3
- eLon inh: -5
- MsrA act: -4
- SKN-1 inh: 2
- MT1-MMP act inh: 5
- TbMetRS inhib: -0.2
- MsrA inhibitor: 3.0
- CendR NRP1 mod: 3
- FAS TE block: -4
mol: NCCc1nnc(SCC(=O)Nc2ccc(Br)cc2)o1
- MLLE-PAM2 inh: -9
- eLon inh: -2
- MsrA act: -1
- SKN-1 inh: -1
- MT1-MMP act inh: 0
- TbMetRS inhib: 0.2
- MsrA inhibitor: 0.0
- CendR NRP1 mod: 19
- FAS TE block: -7

# Whole records as entered above:
# O=C1c2ccccc2C(=O)N1N(c1ccccc1)c1ccccc1 is entered as MLLE-PAM2 inh: -6; eLon inh: -3; MsrA act: -7; SKN-1 inh: -14; MT1-MMP act inh: 0; TbMetRS inhib: -0.4; MsrA inhibitor: 1.9; CendR NRP1 mod: -6; FAS TE block: 20
# O=c1ccc(-c2nc3ccccc3n2Cc2ccc(Cl)cc2)c[nH]1 is entered as MLLE-PAM2 inh: -7; eLon inh: -4; MsrA act: -5; SKN-1 inh: 23; MT1-MMP act inh: 9; TbMetRS inhib: -0.1; MsrA inhibitor: -1.1; CendR NRP1 mod: -11; FAS TE block: -1

# (next part)
molecule	MLLE-PAM2 inh	eLon inh	MsrA act	SKN-1 inh	MT1-MMP act inh	TbMetRS inhib	MsrA inhibitor	CendR NRP1 mod	FAS TE block
Cc1nnc(SCC2=C(C(=O)O)N3C(=O)[C@@H](NC(=O)Cn4cnnn4)[C@H]3SC2)s1	19&32	-2&-5	1&1	11&13	-2&-1	0.7&-0.1	0.5	-37&0	0&-3
Cc1ccc(OCCCCn2c(CO)nc3ccccc32)cc1	4	-13	-3	3	5	-0.2	0.0	-4	4
COc1ccc(C2C(C(C)=O)=C(O)C(=O)N2c2cccnc2)c(OC)c1 (stereo not given)	12	-1	-14	-23	1	-1.1	2.6	0	-10
COCCNC(=O)C1(C)CCCN(C(=O)c2ccc3c(c2)OCO3)C1 (stereo not given)	-19	-5	-2	2	6	-0.3	-0.3	-5	-1
